MLL CXXC-DNA inh = blocks binding of human MLL CXXC domain to DNA; 0.037% of 290,000 active; AID 2662; Q03164; MLL-CXXC / FITC-HOXA9 DNA fluorescence polarization; Potency, µM (series often up to 115 µM), for the others: at the highest dose activity change, negative = inhibition, actives largely listed as inhibitors; active means well fitted inhibition curve with a large enough effect in the polarisation, with a control signal flat, not every such curve was filed as active; inconclusive means small, poorly fitted or top-dose-only effect, or effect the other way, or a change in a side signal; inactive means no such curve, though single readings can be large or run the other way; the % refers to the polarisation; further: potency means the concentration at half of the fitted maximal effect
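Purified MLL-CXXC (added from a 7 uM solution) was preincubated 5 min at ambient with pinned compounds in 50 mM Tris-HCl pH 7.5, 50 mM NaCl, 1 mM DTT, 0.05% BSA. Fluorescein-labeled HOX-A9 DNA (50 nM solution) followed, 30 min, then polarization read.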
TCR activator = activators of T cell receptors | primary human leukocytes, anti-CD3, IL-2 HTRF, 48 h | 330,000 tested, under 10 active | Potency, µM (titrated, usually from 9.22 µM), without a hit: top-dose activation of IL-2 secretion, most hits filed as activators; further: % of control where 0% means no effect
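Using a-CD3 beads without co-stimulation, primary human leukocytes were exposed to compounds for 48 hr. An HTRF IL-2 kit measured the cytokine, with europium-to-d2 energy transfer producing emission at 665nm upon 320nm excitation.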
TRPV1 agonist = activates the human vanilloid receptor TRPV1; Q8NER1; activation, % at 8.33 µM; 0.19% of 320,000 active; TRPV1-expressing cells, Fluo-8 calcium influx, agonist mode; in the data active means activation above about 80%; inconclusive means between about 30% and that limit; further: 0% is about no effect
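Cells expressing TRPV1 were dye-loaded with Fluo-8 and read kinetically: 10 s baseline, 3 min after compound (agonist portion), then 2 min after EC20 capsaicin (allosteric enhancer portion). Calcium-bound dye fluorescence at 480/520 nm.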
BRCA1 expr up = BRCA1 expression activation; MCF7-BRCA1-FFLuc reporter, luminescence, 48 h; response scale: scaled: vehicle 0%, 10 µM genistein 100%; Potency, µM (series often up to 46.1 µM), for inactives: top-dose activation, usual class: activators; 1.1% of 380,000 active; AID 624202; further: potency means the concentration at half of the fitted maximal effect; nearly all actives have a fitted effect of over 80% in size; some results filed as inactive show a strong effect at the top dose
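Activators of BRCA1 expression were detected as increased firefly luciferase luminescence in engineered MCF7 cells after 48 h compound incubation. Signals were scaled to genistein 10 microM as full activation.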
B2AR arrestin = beta2AR (human) beta-arrestin recruitment activity | Potency, µM (top dose mostly 46.1 µM), for inactives: at the highest dose activation, hits mostly activators | 0.02% of 330,000 active | P07550 | beta-arrestin recruitment to beta2AR, cell-based reporter | AID 492947;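 further: potency means the concentration at half of the fitted maximal effect; 0% = DMSO controls and full agonism = EC100 isoproterenol or metaproterenol; nearly all actives have a fitted effect of over 65% in size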
p53 reactivation = restores transcriptional activity of mutant p53 | H1299 p53-A138V BP100-luciferase reporter, luminescence, 24 h | Potency, µM (doses to about 92.2 µM), inactives show at the top dose activity change, positive = activation, most hits filed as activators | 0.063% of 320,000 active | AID 504706; further: potency means the concentration at half of the fitted maximal effect; % of control where 0% means no effect; nearly all actives have a fitted effect of over 45% in size
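p53-null H1299 cells stably carrying temperature-sensitive p53-A138V and a BP100-luciferase reporter were pinned with compounds (4-point, 1:5 series) and held 24 hrs at 37 deg C. Luminescence was read 10 min after detection reagent.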
Integrin act MD = activates integrin-mediated alleviation for muscular dystrophy. alpha7betagal myoblasts, beta-gal FDG fluorescence, 48 h. Potency, µM (titrated, usually from 38.3 µM), without a hit: at the highest dose activation, most hits filed as activators. 0.064% of 350,000 active. AID 624291;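 further: potency means the concentration at half of the fitted maximal effect; 100% = response of the positive control SU9516; nearly all actives have a fitted effect of over 60% in size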
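Alpha7betagal+/- myoblasts (passage 13) were plated 16-24 hr, then exposed to compounds (1:260 dilution of DMSO stock) for 48 hours at 37C. After MPER lysis, β-galactosidase reporter activity was read as FDG fluorescence (ex 480/em 540) after 30 minutes.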
AT treatment = potential ataxia-telangiectasia treatments restoring KAP-1 phosphorylation. 0.19% of 320,000 active. Potency, µM (highest dose often 57.5 µM), for the others: at the top dose activation, most hits filed as activators. […] A-T fibroblasts, KAP-1 phosphorylation AlphaLISA; neocarzinostatin DNA damage 30 min before lysis; further: potency means the concentration at half of the fitted maximal effect; % of control where 0% means no effect; nearly all actives have a fitted effect of over 45% in size
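hTERT-immortalized A-T patient fibroblasts ([…]), 500 cells/well in OPTI-MEM, 1% FBS, got compounds for 60 min, then NCS for 30 min at 37C. Lysates were then assayed for phospho-KAP-1 by AlphaLISA (anti-pKAP1 donor, anti-KAP1 acceptor beads), 6 hr at 25C.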
ELG1 DNA repair = inhibitors of ELG1-dependent DNA repair in HEK293T cells; AID 504467; HEK293T ELG1-luciferase reporter, luminescence, 16 h; DNA damage induced by 5-fluorouridine; 2.3% of 330,000 active; Potency, µM (doses to about 46.1 µM), for the others: at the highest dose activity change, negative = inhibition, usual class: inhibitors; further: potency means the concentration at half of the fitted maximal effect; on the % scale 0 is the no-effect control and ±100 the full control effect; nearly all actives have a fitted effect of over 55% in size
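In this reporter screen, reduction of luminescence relative to DMSO vehicle indicated activity. Compounds and 5-fluorouridine were added together to 2,000 cells per well, incubated for 16 hr at 37 °C, then developed with ONE-Glo.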
TSG101-PTAP inh = blocks PTAP/TSG101 interaction to inhibit HIV-1 budding; AID 493005; Q99816; Fluorescence polarization, FITC-PTAP peptide / Tsg101 binding; 340,000 tested, under 10 active; Potency, µM (top dose mostly 115 µM), inactives show top-dose activity change, negative = inhibition, most hits filed as inhibitors; active means well fitted inhibition curve with a large enough effect in the main read-out, with a control signal flat, not every such curve was filed as active; inconclusive means small, poorly fitted or top-dose-only effect, or effect the other way, or a change in a side signal; inactive means no such curve, though single readings can be large or run the other way; further: potency means the concentration at half of the fitted maximal effect; % of control where 0% means no effect
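Fluorescence polarization binding of Tsg101 binding domain (10 uM final) to FITC-labeled PTAP peptide (50 nM final) in HEPES pH 7.5 buffer with NaCl, Tween 20, EDTA, TCEP. Compounds added before peptide; binding 20 min at RT.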
* hit, by the source's call; ? = inconclusive; . = no result given; [ ] = another dose, or the depositor's remark. Unless noted, the call rests on the fitted dose curve; in most records, active means well fitted curve in the direction sought with a large enough effect; inconclusive means small, poorly fitted or top-dose-only effect, or another doubt; inactive means no such curve, though single readings can be large; an effect the other way counts as inactive or inconclusive. Compounds were not picked by outcome; about 3.8% have a hit in one of these screens.

No. | Compound | MLL CXXC-DNA inh | TCR activator | TRPV1 agonist | BRCA1 expr up | B2AR arrestin
1 | CC(=O)c1cccc(NC(=O)C(OC(=O)/C=C/c2ccc3c(c2)OCO3)c2ccccc2)c1 (stereo not given) | 17% | 1% | 0 | 23% | 0.0%
2 | C=CC(=O)NC1CC2CCC1(C)C2(C)C (stereo not given) | 25% | -6% | -3 | -6% | 0.2%
3 | Cn1c(C(=O)NCCCN2CCN(c3cccc(Cl)c3)CC2)cc2c(=O)n(C)c3ccccc3c21 | -5% | -1% | -3 | -13% | -0.2%
4 | CN1c2ccc(Cl)cc2C(=O)NC1c1ccc([N+](=O)[O-])s1 (stereo not given) | -2% | 7% | 4 | -4% | -0.2%
5 | COc1ccc(CCNC(=O)CSc2nnc(NC(C)=O)s2)cc1OC | -1% | -5%[46.1 µM] | -3 | 14% | -0.2%
6 | O=C(CSc1cn[nH]n1)Nc1ccccc1C(F)(F)F | 0% | 1% | 1 | -12% | -0.6%
7 | COc1ccc(-n2c(=O)c3c4c(sc3n3c(=S)[nH]nc23)CCCC4)cc1 | -4% | -3%[46.1 µM] | -10 | -12% | 0.4%
8 | O=C1C(=O)N(Cc2cccnc2)C(c2ccccn2)/C1=C(/O)c1ccc(F)cc1 (stereo not given) | -13% | -6% | 0 | -2% | 0.1%
9 | O=C(NCCS(=O)(=O)NC1CCCC1)c1ccccc1 | . | -6% | -1 | -9% | 0.1%
10 | CC(C)Oc1ccc(C(=O)Nc2ccc(N3CCCCC3)cc2)cc1 | 16% | -2%[46.1 µM] | -3 | -4% | -0.3%
11 | CN(C)S(=O)(=O)c1cc(NC(=O)COC(=O)CCc2ccccc2)ccc1Cl | -4% | -8% | 3 | 0% | -0.2%
12 | O=C(CCCCn1c(=O)c2ccccc2n(CC(=O)Nc2ccccc2)c1=O)NCc1ccco1 | 8% | -4% | -2 | 3% | -0.3%

No. | p53 reactivation | Integrin act MD | AT treatment | ELG1 DNA repair | TSG101-PTAP inh
1 | 10% | 15% | 2% | ? | -3%
2 | -10% | 21% | 3% | -14% | 2%
3 | 4% | 7% | -9% | -19% | 8%
4 | 8% | -30% | 10% | 21µM* | -4%
5 | -8% | 15% | -3% | ? | -2%
6 | -3% | ? | -3% | 6% | 0%
7 | 0% | 14% | -6% | 9% | -1%
8 | 2% | 8% | 2% | -8% | -1%
9 | 11% | -11% | 3% | ? | -3%
10 | 17% | 14% | 2% | 14% | 2%
11 | 5% | ? | -1% | 1% | -5%
12 | 2% | -7% | 8% | -2% | 0%

(more compounds)
No. | Compound | MLL CXXC-DNA inh | TCR activator | TRPV1 agonist | BRCA1 expr up | B2AR arrestin
13 | COc1ccc(S(=O)(=O)N2CCOCC2)cc1NC(=O)COc1ccccc1 | . | -2% | 3 | -22% | 0.1%
14 | CCCC(=O)NC(c1ccc(C(C)C)cc1)c1ccc2cccnc2c1O (stereo not given) | 2% | -1% | 12 | -80% | 0.5%
15 | Cc1nn(C2CCCCC2)c(N)c1-c1ccccc1 | 9% | 0% | 0 | 17% | -0.2%
16 | CC(=O)Oc1cc2c(C(=O)NCCCN3CCOCC3)c(C)oc2c2ccccc12 | 21% | 3% | 23 | -52% | -0.1%
17 | O=C(Cc1ccccc1)Nc1ccc(NC(=O)c2cccs2)cc1Cl | 10% | -1% | 19 | 13% | 0.4%
18 | COc1ccc(/C=N/Nc2nnc(C)n2N)cc1OC(C)=O | 5% | 8% | 0 | -17% | -0.7%
19 | CN1CCCN(C(=O)c2ccccc2Cl)CC1 | ? | -3% | 5 | 1% | 0.5%
20 | O=C(NC1CCCCC1)C1CCC(=O)N(Cc2cccc(C(F)(F)F)c2)C1 (stereo not given) | -12% | -6% | 5 | -24% | 3.4%
21 | O=C(CN1C(=O)NC2(CCOc3ccccc32)C1=O)c1ccc[nH]1 (stereo not given) | . | -7% | 2 | -21% | -0.2%
22 | COc1ccc(C2/C(=C(\O)c3ccc4c(c3)OCCO4)C(=O)C(=O)N2CCCn2ccnc2)cc1 (stereo not given) | -4% | 9% | 2 | 23% | 0.2%
23 | O=C(N/N=C/c1ccc(-c2ccc([N+](=O)[O-])cc2)o1)c1cccnc1 | 14% | -1% | 1 | -1% | -0.5%
24 | COc1ccc(OCC(=O)N/N=C2\CCCCc3ccccc32)cc1 | 2% | -6% | 10 | 7% | 0.0%

No. | p53 reactivation | Integrin act MD | AT treatment | ELG1 DNA repair | TSG101-PTAP inh
13 | 1% | 15% | 8% | 0% | -4%
14 | . | -22% | 4% | -10% | -2%
15 | 3% | -4% | 4% | 16% | -3%
16 | -29% | -50%[inhibitor] | 8% | 3% | 0%
17 | -1% | ? | 4%[11.5 µM] | 0% | 2%
18 | -12% | -1% | 37% | 3% | -1%
19 | 20% | -22% | 14% | 1% | 1%
20 | 3% | -13% | 14% | 0% | -2%
21 | 0% | 20% | -3% | 4% | -1%
22 | 1% | 25% | -1% | 0% | -2%
23 | 1% | -4% | 0% | 8% | 0%
24 | -7% | 1% | -6% | ? | -10%

Profiles as entered above. Order of values: MLL CXXC-DNA inh, TCR activator, TRPV1 agonist, BRCA1 expr up, B2AR arrestin, p53 reactivation, Integrin act MD, AT treatment, ELG1 DNA repair, TSG101-PTAP inh
`CN1CCCN(C(=O)c2ccccc2Cl)CC1` in the list: ?, -3%, 5, 1%, 0.5%, 20%, -22%, 14%, 1%, 1%
`COc1ccc(S(=O)(=O)N2CCOCC2)cc1NC(=O)COc1ccccc1` in the list: ., -2%, 3, -22%, 0.1%, 1%, 15%, 8%, 0%, -4%

(list continues)
No. | Compound | MLL CXXC-DNA inh | TCR activator | TRPV1 agonist | BRCA1 expr up | B2AR arrestin
25 | COCc1cc(C)n(CC(=O)Nc2ccc(N3CCOCC3)c(Cl)c2)c(=O)c1C#N | -5% | 2% | -2 | -20% | -0.6%
26 | CC1CCCCN1C(=O)c1ccccc1NC(=O)c1ccco1 (stereo not given) | 1% | -2% | 0 | -14% | 0.2%
27 | Cc1ccc(/C=C/C(=O)OCC(=O)NCc2ccccc2)o1 | . | -2% | ? | -12% | 0.0%
28 | Cc1cc(C)n(-c2ccc(C(=O)OCC(=O)Nc3ccc(S(=O)(=O)N4CCCCC4)cc3)cc2)n1 | 10% | 8% | -4 | -36% | 0.3%
29 | CCN(c1ccccc1)S(=O)(=O)c1ccc(OC)c(NS(=O)(=O)c2cccs2)c1 | -2% | -11% | 10 | -12% | -0.1%
30 | O=C(CCl)c1ccc2c(c1)CCN2C(=O)C1CCCCC1 | 15% | -64% | 10 | -7% | -0.1%
31 | COc1cc(C(=O)NCCNc2nc3cc(C)ccc3cc2C#N)cc(OC)c1OC | -1% | 9% | 4 | -31% | -0.2%
32 | Cc1ccc(C)c(NC(=S)NC(C)C(c2ccccc2)N2CCN(C)CC2)c1 (stereo not given) | 1% | . | 2 | -4% | -0.3%
33 | COCCNC(=O)NC(=O)COC(=O)Cc1ccc2c(c1)OCCO2 | 1% | 5% | -6 | 13% | 0.0%
34 | CC(=O)Nc1cccc(C(=O)Oc2cccc(C)c2)c1O | 3% | -5% | ? | -4% | -0.1%
35 | Cc1cc(OCC(O)CN(C)C(=O)C(C)Oc2ccccc2)ccc1Cl (stereo not given) | -5% | . | 7 | -14% | -0.8%
36 | O=C(O)c1ccc(NC(=O)C(c2ccccc2)c2ccccc2)cc1 | -17% | 39% | 4 | -20% | 0.3%

No. | p53 reactivation | Integrin act MD | AT treatment | ELG1 DNA repair | TSG101-PTAP inh
25 | -4% | -25% | 6% | 14% | -5%
26 | -3% | -14% | 1% | 0% | 3%
27 | 10% | 0% | -2% | 19% | -3%
28 | 1% | 18% | . | 6% | -4%
29 | -1% | -21% | 8% | -9% | -2%
30 | -8% | -59%[inhibitor] | 0% | ? | -3%
31 | . | -8% | 10% | ? | 3%
32 | -10% | -26% | -1% | 0% | -2%
33 | -5% | 9% | 6% | 18% | -2%
34 | 10% | -14% | 3% | 7% | -5%
35 | -5% | 0% | 4% | -13% | -8%
36 | -8% | -28% | 15% | -10% | -3%

An excerpt from above, showing only Integrin act MD and TSG101-PTAP inh:
No. | SMILES | Integrin act MD | TSG101-PTAP inh
26 | CC1CCCCN1C(=O)c1ccccc1NC(=O)c1ccco1 (stereo not given) | -14% | 3%
35 | Cc1cc(OCC(O)CN(C)C(=O)C(C)Oc2ccccc2)ccc1Cl (stereo not given) | 0% | -8%
28 | Cc1cc(C)n(-c2ccc(C(=O)OCC(=O)Nc3ccc(S(=O)(=O)N4CCCCC4)cc3)cc2)n1 | 18% | -4%
34 | CC(=O)Nc1cccc(C(=O)Oc2cccc(C)c2)c1O | -14% | -5%
30 | O=C(CCl)c1ccc2c(c1)CCN2C(=O)C1CCCCC1 | -59%[inhibitor] | -3%
27 | Cc1ccc(/C=C/C(=O)OCC(=O)NCc2ccccc2)o1 | 0% | -3%

Screens (PubChem BioAssay)
